Screens deposited in PubChem by National Center for Advancing Translational Sciences (NCATS).
S2 tox: viability counter-screen for ATXN expression inhibitors; S2 cells (HEK-293 line with an ATXN2-luciferase reporter) viability, CellTiter-Fluor protease fluorescence, 24 h; AID 651635; actives 0.49% (n = 400,000); Potency, µM (titrated, usually from 56.7 µM), actives largely listed as cytotoxic; also: nearly all actives have a fitted effect of over 40% in size
MCF10A rerep: induces DNA re-replication in MCF 10a normal breast cells. MCF 10A DNA re-replication, Hoechst nuclear intensity, 48 h. Potency, µM (titrated, usually from 46.1 µM), inactives show at the top dose activity, positive = re-replication, actives largely listed as activators. actives 2.9% (n = 350,000); also: % of control where 0% means no effect; nearly all actives have a fitted effect of over 50% in size
HepG2 viability: HepG2 cytotoxicity, counter-screen for TGF-b inhibitors; Potency, µM (doses to about 46.1 µM), for the others: top-dose activity change, negative = cytotoxicity, hits mostly cytotoxic; AID 588856; HepG2 CAGA-GFP viability, ATP luminescence, 18 h; actives 0.76% (n = 410,000); also: some results filed as inactive show a strong effect at the top dose
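CellTiter-Glo luminescence gave cytotoxicity after 18 hours at 37 degrees C. The cells were HepG2 CAGA-GFP in 1% FBS DMEM, stimulated with 500 pg/mL TGF-beta after compound addition. %Activity was normalised to no-cell wells (complete cell-killing) and DMSO (no toxicity), and curves were fitted and classified.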
ATXN2 expr inh: inhibitors of ATXN2 expression. HEK-293 ATXN2-luciferase reporter, luminescence, 24 h. Potency, µM (doses to about 57 µM), inactives show top-dose activity change, negative = inhibition, usual class: inhibitors. actives 0.72% (n = 360,000); also: % is scaled to controls: 0 for no effect and ±100 for the full control effect; nearly all actives have a fitted effect of over 55% in size
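ATXN2-luciferase reporter cells (luciferase flanked by upstream and downstream ATXN2 gene portions) were treated 24 h at 37 °C with compounds at up to 57 uM. SteadyGlo luminescence gave expression; GF-AFC fluorescence gave viability.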
A549 viability: A549 cytotoxicity, counter-screen for Nrf2 inhibitors. A549 ARE-Fluc cells, CellTiter-Fluor viability, 18-24 h. Potency, µM (series often up to 46 µM), for inactives: at the highest dose activity change, negative = cytotoxicity, most hits filed as inhibitors. actives 0.16% (n = 390,000). AID 504648; also: % is scaled to controls: 0 for no effect and ±100 for the full control effect
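A549 ARE-Fluc cells in 5% FBS OPTI-MEM, 5000 cells/well, rested 2 h then exposed to compounds in concentration-response for 18-24 h at 37 °C. Viability by CellTiter-Fluor fluorescence (Ex 405/Em 525) after 30 min; luciferase luminescence (BugLite, 15 min, RT) read afterwards.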
EPAC2 antag: antagonists of human EPAC2 | Q8WZA2 | EPAC2 GEF exchange of Rap1B-BODIPY-GDP, fluorescence | Potency, µM (highest dose often 114 µM), without a hit: top-dose activity, negative = inhibition, actives largely listed as inhibitors | actives 0.18% (n = 360,000) | AID 720708; also: % is scaled to controls: 0 for no effect and ±100 for the full control effect; nearly all actives have a fitted effect of over 45% in size; many of its hits are not listed in these tables
Target sequence (Q8WZA2 whole entry, looked up): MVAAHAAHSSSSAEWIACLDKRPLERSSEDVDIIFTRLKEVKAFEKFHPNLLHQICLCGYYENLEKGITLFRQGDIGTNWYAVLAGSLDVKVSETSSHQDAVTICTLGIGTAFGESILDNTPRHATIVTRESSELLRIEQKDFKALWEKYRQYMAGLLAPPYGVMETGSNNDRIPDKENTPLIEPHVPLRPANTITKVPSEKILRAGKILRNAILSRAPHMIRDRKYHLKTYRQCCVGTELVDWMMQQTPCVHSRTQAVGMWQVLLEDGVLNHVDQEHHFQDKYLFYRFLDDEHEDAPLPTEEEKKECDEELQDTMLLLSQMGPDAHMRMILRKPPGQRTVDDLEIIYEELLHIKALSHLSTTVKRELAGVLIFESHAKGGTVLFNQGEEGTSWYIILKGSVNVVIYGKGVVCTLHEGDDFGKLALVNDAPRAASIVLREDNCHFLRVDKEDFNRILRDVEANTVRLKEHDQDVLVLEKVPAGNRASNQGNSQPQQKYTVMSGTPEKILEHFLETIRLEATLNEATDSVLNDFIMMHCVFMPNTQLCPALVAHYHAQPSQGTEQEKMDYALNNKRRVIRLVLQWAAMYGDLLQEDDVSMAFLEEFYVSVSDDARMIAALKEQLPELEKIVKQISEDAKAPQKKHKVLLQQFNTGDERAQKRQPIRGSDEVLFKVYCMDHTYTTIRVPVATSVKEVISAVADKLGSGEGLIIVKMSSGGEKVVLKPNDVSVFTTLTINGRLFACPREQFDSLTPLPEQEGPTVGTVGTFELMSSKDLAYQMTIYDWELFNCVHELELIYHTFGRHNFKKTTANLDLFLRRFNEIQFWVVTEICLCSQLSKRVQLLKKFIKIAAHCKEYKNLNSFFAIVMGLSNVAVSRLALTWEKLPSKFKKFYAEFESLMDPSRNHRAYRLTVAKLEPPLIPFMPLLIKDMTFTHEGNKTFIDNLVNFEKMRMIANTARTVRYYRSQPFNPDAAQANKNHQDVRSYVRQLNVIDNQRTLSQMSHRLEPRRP
Nrf2 inh: Nrf2 pathway inhibition; A549 ARE-Fluc reporter, luciferase luminescence, 18-24 h; actives 2.1% (n = 360,000); Potency, µM (top dose mostly 46 µM), for inactives: at the highest dose activity change, negative = inhibition, usual class: inhibitors; also: % is scaled to controls: 0 for no effect and ±100 for the full control effect; nearly all actives have a fitted effect of over 60% in size
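Nrf2 function is reported as luminescence of an ARE-controlled luciferase in A549 cells. Compounds were tested at several concentrations, and a CellTiter-Fluor read on the same wells flagged cytotoxicity.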
TGFb SMAD3 inh: inhibitors of TGF-b signaling; HepG2 CAGA-GFP TGF-b/SMAD3 reporter, GFP fluorescence, 18 h; TGF-beta stimulated, 500 pg/mL final; Potency, µM (titrated, usually from 46.1 µM), for the others: at the top dose activity, negative = inhibition, actives largely listed as inhibitors; actives 1.2% (n = 410,000); also: % is scaled to controls: 0 for no effect and ±100 for the full control effect; nearly all actives have a fitted effect of over 65% in size
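First, reporter cells (HEPG2 CAGA-GFP) rested 2 h at 37 degrees C. Next, compounds were pinned in and TGF-beta added to 500 pg/mL final. After 18 h, GFP was imaged per cell and summed per well.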
Nrf2 activator: activators of Nrf2 (ARE) signaling; Potency, µM (series often up to 46.1 µM), inactives show top-dose activation, hits mostly activators; AREc32 ARE-luciferase reporter (MCF7-derived line), luminescence, 24 h; actives 0.31% (n = 410,000); AID 624171; also: % of control where 0% means no effect; nearly all actives have a fitted effect of over 65% in size
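Nrf2 activation is followed as ARE-luciferase induction in the AREc32 line after one day of compound treatment; luminescence is read with Steady-Glo.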
The depositor's hits bear a star; i = inactive; u = inconclusive; x = no result given; [ ] = another dose, or the depositor's remark. Calls follow the shape of the dose curve; as a rule, active = well fitted curve in the direction sought with a large enough effect; inconclusive = small, poorly fitted or top-dose-only effect, or another doubt; inactive = no such curve, though single readings can be large; an effect the other way counts as inactive or inconclusive. Potency is read from the fitted curve at half-maximal effect. The list is partial; rates above refer to the full screens.

SMILES | S2 tox | MCF10A rerep | HepG2 viability | ATXN2 expr inh | A549 viability | EPAC2 antag | Nrf2 inh | TGFb SMAD3 inh | Nrf2 activator
COc1ccc(-c2ccc3c(c2)S(=O)(=O)c2cccc(C(=O)N4CCN(c5ccc(Cl)cn5)CC4)c2C3=O)cc1OC | i | 0.4% | 4.1% | -2.7% | -4.4% | 6.6% | -5.7% | -1.0% | 1.0%
O=C(Nc1ccc([N+](=O)[O-])cc1)c1cc(-c2ccccn2)nc2c(Cl)cccc12 | u | -1.9% | -20.7% | u | -2.4% | 1.4% | -11.4% | 0.7% | 0.0%
CCN(CC(=O)Nc1ccc(NC(C)=O)cc1)C(=O)c1cc(S(=O)(=O)N2CCCCCC2)ccc1OC | i | 3.1% | -4.2% | 2.8% | -9.0% | 15.6% | 8.0% | 4.6% | -0.6%
CN(C)/C=C(/C(=O)c1ccc(F)cc1)S(=O)(=O)c1ccc(F)cc1 | i | 4.4% | -8.4% | 47.6%[activator] | 3.9% | -10.5% | 3.0% | 2.5% | 3.1%
O=C(NN1CCCCCC1)c1ccccc1F | i | -3.0% | 3.3% | -8.8% | -3.5% | 4.7% | 18.8% | 10.7% | 0.1%
Cc1[nH]c2ccccc2c1C(=O)CN1CCC2(CC1)OCCO2 | i | -3.9% | -4.8% | -2.5% | 10.4% | 0.0% | 4.4% | -16.4% | 0.3%
COc1ccccc1C(CNC(=O)CNC(=O)c1cccc(Cl)c1)N1CCCC1 (configuration not stated) | i | -6.1% | -12.3% | -24.6% | -0.1% | 2.3% | 3.3% | 4.5% | 5.6%
CCCCNC(=S)N(C)/N=C/c1ccc(OCc2ccc(C(=O)OC)cc2)c(OC)c1 | i | u | -4.3% | 7.6% | -10.7% | -6.5% | u | -23.3% | -1.1%
CC(C)Oc1ccccc1OCCN(C)C | i | 3.1% | 14.8% | 21.8% | -1.0% | 2.3% | -4.2% | 16.0% | 0.1%
Cc1cc(NC(=O)Nc2ccc(Cl)cc2)n(C(C)(C)C)n1 | i | -2.1% | -7.0% | -9.0% | -2.1% | 0.1% | 6.4% | -16.3% | -0.3%
COc1ccc([C@H]2CC(=O)C=C(C#CC(C)(C)C)C2)cc1 | i | -2.0% | -16.0% | 12.8% | 0.3% | -15.1% | 8.5% | -16.0% | 27.1%
C/C(=N\NC(=O)c1ccc(N/N=C(\C)c2ccc(O)cc2)cc1)c1ccc(O)cc1 | u | 20.6µM* | 11.2µM* | x | -12.3% | u | 9.1% | 12.6µM* | 9.4%
Cc1ccc(-n2nc(C(=O)N3CCN(c4ccc(F)cc4)CC3)c(=O)n(C)c2=O)cc1 | i | x | -2.2% | 4.4% | -0.9% | x | x | -21.6% | -0.6%
O=C(NCCN1CCOCC1)c1cc(-c2cccs2)nc2ccccc12 | i | 6.6% | 0.2% | 10.0% | -5.8% | -4.1% | 2.9% | -9.5% | 3.1%
O=C(COC(=O)c1cccnc1Cl)NCC1CCCO1 (configuration not stated) | i | -0.3% | 7.8% | -4.8% | 0.1% | -1.8% | 4.7% | -1.4% | 0.2%
COc1cccc(CN2CC(C(=O)NC3(c4ccccc4)CC3)CCC2=O)c1 (configuration not stated) | u | -10.0% | -22.8% | 2.6% | 0.4% | 2.9% | 17.1% | -1.1% | 0.2%
O=C(O)c1cnn2c1NC(c1ccc(F)cc1)CC2C(F)(F)F (configuration not stated) | i | -2.1% | -11.0% | -2.5% | -9.7% | -3.7% | 4.8% | -9.7% | -0.7%
O=S(=O)(Nc1cccc(-c2cn3cccnc3n2)c1)c1ccc(-c2ccccc2)cc1 | i | 24.8% | -16.1% | -7.3% | 2.3% | -15.4% | x | -4.3% | 4.1%
CCN1CCN(C(=O)CCc2nc3ccccc3c(=O)[nH]2)CC1 | i | -0.8% | -4.0% | 3.7% | u | -0.1% | 3.7% | 6.2% | -0.6%
C#CCNC(=O)C[C@@H]1C[C@@]2(C(=O)OC)CCCCC=C2N(CCCCCCCC)C1=O | u | x | x | 0.0% | x | -14.0% | x | x | 3.6%

Complete entries, looked up by structure. Order of values: S2 tox, MCF10A rerep, HepG2 viability, ATXN2 expr inh, A549 viability, EPAC2 antag, Nrf2 inh, TGFb SMAD3 inh, Nrf2 activator
O=S(=O)(Nc1cccc(-c2cn3cccnc3n2)c1)c1ccc(-c2ccccc2)cc1 as listed: i, 24.8%, -16.1%, -7.3%, 2.3%, -15.4%, x, -4.3%, 4.1%
O=C(NCCN1CCOCC1)c1cc(-c2cccs2)nc2ccccc12 as listed: i, 6.6%, 0.2%, 10.0%, -5.8%, -4.1%, 2.9%, -9.5%, 3.1%
Cc1ccc(-n2nc(C(=O)N3CCN(c4ccc(F)cc4)CC3)c(=O)n(C)c2=O)cc1 as listed: i, x, -2.2%, 4.4%, -0.9%, x, x, -21.6%, -0.6%

Next section
SMILES | S2 tox | MCF10A rerep | HepG2 viability | ATXN2 expr inh | A549 viability | EPAC2 antag | Nrf2 inh | TGFb SMAD3 inh | Nrf2 activator
Cc1cc(C)c2c(=O)cc(CSc3nnc(-c4ccccc4)n3C)[nH]c2c1 | u | x | -1.9% | -23.1% | 6.9% | x | x | -37.2% | 0.5%
Cc1cc(/C=C2/C(=O)NN(c3ccccc3)C2=O)c(C)n1-c1cccc(O)c1 | u | -2.5% | -19.7% | -7.2% | 5.5% | -7.7% | -22.9% | 6.2% | 2.2%
Cc1c(NC(=O)CCSCCc2ccccn2)cccc1[N+](=O)[O-] | i | -3.8% | -10.0% | 1.3% | -2.4% | 1.2% | -10.3% | -13.2% | 0.5%
CC(C)Oc1ccccc1C1C=C(C(=O)O)Nc2ncnn21 (configuration not stated) | i | x | -37.9% | 0.6% | 3.9% | x | 10.3% | -23.7% | -0.9%
CCN1C(=O)[C@@H]2[C@H](C1=O)[C@@H]1C(=O)Nc3ccccc3C(=O)N1[C@@H]2c1cccc(OC)c1 | i | -20.8% | -14.0% | 2.1% | -4.3% | 5.7% | 17.2% | -21.4% | 0.2%
N#Cc1ccccc1COC(=O)CCCC1=NS(=O)(=O)c2ccccc2N1 | i | -0.9% | -1.7% | -13.9% | 1.3% | -14.6% | 0.9% | 0.7% | 2.8%
CCNC(=O)CCc1nc(-c2ccc(C(C)(C)C)cc2)no1 | i | -2.7% | 12.4% | -16.1% | -11.8% | 9.0% | u | 12.1% | -1.4%
COc1cccc(C(C)(O)c2nc(-c3ccc(F)c(Cl)c3)cs2)c1 (configuration not stated) | i | x | -67.1% | -28.0% | x | u | x | u | -0.4%
CCCCCCNC(=O)CSc1nccn1Cc1ccccc1 | i | -10.4% | -19.2% | -3.1% | 0.0% | 1.5% | -3.0% | -18.1% | 0.0%
COc1ccc(-c2c(C)nn3c(N4CCN(c5cc(Cl)ccc5C)CC4)cc(C)nc23)cc1OC | u | x | 1.3% | -23.2% | 15.9% | x | -4.9% | u | 4.0%
CCOC(=O)c1sc(NC(=O)c2ccc(C)o2)nc1C | i | 1.8% | 5.01µM* | 8.4% | 2.4% | -2.1% | 11.3% | u | 13.8%
CCC(CO)Oc1cc(NCc2ccccc2C)c2ncn(C(C)C)c2c1 (configuration not stated) | i | 4.1% | -12.6% | -2.1% | -2.7% | 14.9% | 4.9% | -5.2% | 0.0%
CCN(CC)S(=O)(=O)c1ccc(/C=C/C(=O)OCC(=O)Nc2cccc3ccccc23)cc1 | i | 20.0% | 7.2% | 8.6% | 6.9% | 11.9% | 3.3% | 8.9% | 0.3%
CCc1nc2c(OCc3ccc(C(=O)N(C)C)cc3)cccn2c1N(C)C(=O)Nc1ccccc1OC | i | x | 1.9% | 4.6% | x | -7.2% | x | 5.6% | 0.8%
C/C(N)=C(/C#N)C(=O)COC(=O)c1cccc(C)c1O | i | -1.3% | -1.9% | x | -9.3% | 8.1% | -9.3% | 13.8% | -1.1%
CN(C)CCN(C(=O)C1CCN(S(=O)(=O)c2cccs2)CC1)c1nc2c(F)cccc2s1 | i | 3.2% | -20.1% | -1.3% | 17.1% | 5.5% | 14.3% | u | 2.4%
COc1ccc(CC(=O)N(CC2CCCO2)c2nc3ccccc3s2)cc1 (configuration not stated) | i | 10.3% | -18.3% | 2.3% | 0.2% | 3.4% | u | 2.3% | 7.2%
CCOC(=O)c1c(C)[nH]c(C(C)=NNC(=O)c2cccs2)c1C | i | u | -34.2% | 33.8%[activator] | -1.8% | 5.7% | u | -30.9% | 3.4%
O=C(NCc1ccccc1)c1ccc2c(c1)sc1nc(-c3ccc(F)cc3)cn12 | x | x | 8.0% | x | 13.8% | x | 15.5% | 1.6% | 0.3%
C[C@H]1CN=C(N(C)C)N1CCCC1CCCC1 | i | -1.7% | -16.4% | -13.3% | -0.9% | 9.5% | -7.3% | -1.6% | -0.7%

Another view of 2 compounds above:
SMILES	S2 tox	MCF10A rerep	HepG2 viability	ATXN2 expr inh	A549 viability	EPAC2 antag	Nrf2 inh	TGFb SMAD3 inh	Nrf2 activator
CCc1nc2c(OCc3ccc(C(=O)N(C)C)cc3)cccn2c1N(C)C(=O)Nc1ccccc1OC	i	x	1.9%	4.6%	x	-7.2%	x	5.6%	0.8%
C/C(N)=C(/C#N)C(=O)COC(=O)c1cccc(C)c1O	i	-1.3%	-1.9%	x	-9.3%	8.1%	-9.3%	13.8%	-1.1%

(more compounds)
SMILES | S2 tox | MCF10A rerep | HepG2 viability | ATXN2 expr inh | A549 viability | EPAC2 antag | Nrf2 inh | TGFb SMAD3 inh | Nrf2 activator
CN(C(=O)CCNC(=O)Cn1ccc2ccccc2c1=O)c1ccc(Br)cc1 | i | u | 17.8% | 9.0% | 3.4% | 4.5% | 4.3% | 21.4% | -0.3%
Cc1nc2nncn2c(NCc2ccc(Cl)cc2)c1C | u | x | -19.8% | u | -5.5% | x | 3.26µM* | -16.4% | 3.3%
CCOC(=O)N1CCC(NC(=O)c2cc(C(=O)Nc3cccc(OC)c3)ccc2CO)CC1 | i | 2.2% | 10.3% | -2.4% | 6.0% | 12.9% | 5.8% | -4.0% | -0.1%
CC1(C)Cc2c(cnn2-c2ccc(F)cc2)C(NC(=O)CCC(F)(F)F)C1 (configuration not stated) | i | 12.1% | -12.0% | 0.9% | -0.1% | 3.5% | -4.9% | -2.5% | -0.2%
